NOD1 NF-kB reporter: inhibition of NOD1-driven NF-kB reporter – cell-based, luminescence, uHTS, primary screen (AID 1578). NOD1-driven NF-kB luciferase reporter cells, luminescence; higher % means a stronger effect. one-dose inhibition, % at 4 µM; EC50 in µM for titrated hits. 290,000 tested, 1% active; in the data active = inhibition mostly above about 36%, no sharp cut-off; inactive = mostly below about 34%;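 note: HEK-293T reporter cells stimulated with the NOD1 agonist gamma-tri-DAP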
HIV peptide binding: cell-free HIV fusion peptide-binding blockers – biochemical, uHTS, fluorescence dequenching, primary screen (AID 1986); cell-free peptide binding, fluorescence dequenching, 30 min; higher % means a stronger effect; one-dose inhibition, % at 20 µM; IC50 in µM for titrated hits; 290,000 tested, 0.3% active; in the data active = inhibition mostly above about 52%, no sharp cut-off; inactive = mostly below about 76%; note: some results filed as inactive read as strong as hits
Yfh1-depleted yeast: mitochondrial function rescue without frataxin homolog – Friedreich's ataxia, plus single-dose screen, dose response (AID 1465); S. cerevisiae Yfh1-off respiration, WST-1 reduction, 72 h; higher fold induction means a stronger effect; 220,000 tested, 0.074% active; one-dose fold induction at 50 µM; EC50 in µM for titrated hits;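 active = fold induction of absorbance versus untreated yeast above a set limit, then at least 30% activation at any dose in follow-up; inconclusive = repeats straddling the limit, or above it without dose testing; inactive = fold induction below the set limit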;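 note: activators that raise dye reduction in frataxin-depleted yeast; strong numbers were not always called active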
HEK293 NOD2/NF-kB: inhibition of NOD2-driven NF-kB reporter – cell-based, luminescence, uHTS, HEK293 (AID 1566). HEK293 NOD2/NF-kB luciferase reporter, luminescence; higher % means a stronger effect. inhibition, % at 4 µM; hits with a dose series show EC50 in µM. 290,000 tested, 0.63% active; note: many of its hits are not listed in these tables
West Nile virus CPE: inhibition of WNV-induced cytopathic effect – cell-based, CPE readout (AID 1621); West Nile virus-infected cells, CPE inhibition; higher % means a stronger effect; CPE inhibition, % at 10 µM, or IC50 in µM where a hit was titrated; 290,000 tested, 0.02% active; in the data active = a potency from the dose series; inconclusive = CPE inhibition mostly from about 3.7% at the one dose, without a potency; inactive = the rest, 99 in 100 with CPE inhibition below about 2.2%; note: strong numbers were not always called active
KOR beta-arrestin-1: KOR antagonists, beta-arrestin recruitment, cell-based, luminescence, uHTS (AID 1778). 290,000 tested, 0.091% active. KOR beta-arrestin recruitment, luminescence, antagonist mode; higher % means a stronger effect. inhibition, % at 10 µM, or IC50 in µM where a hit was titrated; note: strong numbers were not always called active
AID2073: disruptors of CaV2.2 binding to Mint1 – biochemical, HTRF (AID 2073). HTRF protein-protein interaction, Mint1-CaV2.2; higher % means a stronger effect. inhibition, % at 20 µM, or IC50 in µM where a hit was titrated. 290,000 tested, 0.19% active; in the data active = inhibition mostly above about 51%, no sharp cut-off; inconclusive = no clear call, values can overlap the other calls; inactive = mostly below about 53%; note: some results filed as inactive read as strong as hits
KOR beta-arrestin-2: kappa opioid receptor activators – cell-based, luminescence, uHTS, primary screen (AID 1777) | KOR beta-arrestin recruitment, luminescence; higher % means a stronger effect | activation, % at 10 µM, or EC50 in µM where a hit was titrated | 280,000 tested, 0.02% active; in the data active = activation above about 50%, passing the limit was not always enough; note: a part of the inactive calls stands beside numbers as strong as those of hits
NS5 inhibitors: Dengue-2 NS5 methyltransferase inhibitors, primary screen, biochemical, confirmation dose response (AID 588689); 340,000 tested, 0.3% active; one-dose inhibition, % at 25 µM; IC50 in µM for titrated hits; Dengue-2 NS5 methyltransferase capping enzyme assay, biochemical; higher % means a stronger effect; in the data active = a potency from the dose series; inconclusive = inhibition above about 29% without an active follow-up result
NS5 inhibitors pilot replicate: second read-out of NS5 inhibitors, no call of its own (marks repeat the call); inhibition, %; measured here: pilot screen replicate inhibition
The depositor's hits bear a star; i = inactive; ? = inconclusive; nt = not tested or not shown; [ ] = another dose, or the depositor's remark. Cut-off read from the data, not from the text of the source, unless noted: active = inhibition above about 50%; inactive = the rest.

SMILES | NOD1 NF-kB reporter | HIV peptide binding | Yfh1-depleted yeast | HEK293 NOD2/NF-kB | West Nile virus CPE | KOR beta-arrestin-1 | AID2073 | KOR beta-arrestin-2 | NS5 inhibitors | others
O=C(NCCCNC(=O)c1ccc(Cl)cc1Cl)c1ccccn1 | 6% | 1.3% | nt | 18% | -0.4% | -12% | 4% | -3.6% | 2%
CN(Cc1nc(-c2cnccn2)no1)CC1CCN(Cc2ccccc2)CC1 | -21% | -0.3% | i | 7% | -0.5% | -48%[20 µM] | -3% | nt | 3%
COC(=O)CCC(=O)NC(=S)Nc1sc(C)c(C)c1C(N)=O | -52% | 15% | i | -22% | -0.4% | -146% | 3% | -2.2% | -4%
CCC1(C)CC(C(N)=S)CCO1 (configuration not stated) | -10% | 0.8% | i | 0% | 0.2% | -20% | -14% | 6.1% | -5%
COc1cc(-c2nnc(CSc3nc4ccccc4s3)o2)cc(OC)c1OC | 0% | 1.7% | i | 11% | 0.4% | 5% | 0% | -4.8% | nt
CC(C(=O)NCC1CCCO1)N(C(=O)c1snc(C(N)=O)c1N)c1cccc(F)c1 (configuration not stated) | 26% | 1.1% | i | 10% | -0.2% | 38% | 12% | -5.2% | 3% | NS5 inhibitors pilot replicate=-1.2
COc1ccc(C2=NN(c3ccccc3)C(c3ccc(OC)c(OC)c3)C2)cc1 (configuration not stated) | -29% | 0.6% | nt | -2% | -1.1% | -13% | 25% | 0.5% | 2% | NS5 inhibitors pilot replicate=0.9
C#CCOc1ccc(/C=C2\SC(=S)N(Cc3cccnc3)C2=O)cc1 | -22% | 3.2% | i | 5% | -0.9% | nt | 6% | 11% | -3%
COC(=O)c1ccc(OC(=O)C23CCC(C)(C(=O)O2)C3(C)C)cc1 (configuration not stated) | -26% | -1.5% | i | -2% | 1.7% | 9% | 7% | -6.1% | 3%
O=C(Nc1cccc(S(=O)(=O)N2CCCC2)c1)C1CCCN1C(=O)c1cccs1 (configuration not stated) | -8% | -0.5% | i | -1% | 0.0% | -15% | 2% | 4.1% | -5%
Cc1cc(NC(=O)c2ccc3c(c2)C(=O)N(C)C3=O)no1 | 7% | -2.8% | i | -9% | 0.7% | -20% | -2% | -1.2% | 10%
O=C(NC(NC(=S)N1CCOCC1)C(Cl)(Cl)Cl)c1ccc(Cl)cc1 (configuration not stated) | -20% | 1.7% | i | -10% | -1.3% | 8% | -17% | -3.4% | -7%
c1ccc(-c2ccc3nnnn3n2)cc1 | -3% | 1.3% | i | 4% | 0.3% | 21% | 1% | -1.7% | -10%
Cc1cc(NC(=O)Cn2cnc3c(nnn3-c3cccc(F)c3)c2=O)no1 | -10% | -0.8% | i | 16% | 0.2% | 6% | 1% | -6.4% | -1%
O=c1c2ccccc2nnn1COc1ccc(F)cc1Cl | -43% | 0.1% | i | -65% | -1.0% | -12% | -7% | 4.9% | nt
CC(=O)N(Cc1ccccc1)c1ccccc1C(=O)O | -9% | 0.7% | i | 18% | 0.1% | 16% | -9% | 1.8% | -1%
Cc1c(C(=O)NCc2ccccn2)sc2nc(-c3ccccc3)cn12 | 4% | -2.7% | i | -49% | 0.0% | -18% | -20% | 0.0% | -1%
O=C(NC1CC1)c1sc2cc([N+](=O)[O-])ccc2c1Cl | -24% | 1.4% | i | 8% | -0.7% | 3% | 21% | 2.6% | 3%
Nc1ncc(-c2ccccc2)n1CC1CCCO1 (configuration not stated) | 18% | -3.7% | i | 15% | -0.8% | -15% | -3% | -7.1% | -5%
O=C1CCC(=O)N1CNc1ccc(Oc2ccccc2)cc1 | -15% | -0.4% | i | -7% | 0.3% | -4% | -12% | 4.3% | -6%
Cc1ccc(-c2csc(NC(=O)CSc3nc(C)cs3)n2)cc1 | -27% | 0.4% | i | -26% | -0.3% | -31% | -2% | 8.3% | -8%
CCOC(=O)c1c(NC(=S)Nc2ccccc2)sc(C)c1C | -21% | 2.8% | i | -1% | 0.7% | -58% | -1% | 7.3% | 2%
CCOC(=O)c1sc(=S)n(C)c1NC(=O)c1ccc(OC)cc1 | -14% | 0.3% | i | 8% | -0.5% | 7% | -17% | 3.0% | 4%
CN1/C(=C\C(=O)c2cccc(S(=O)(=O)N3CCCCC3)c2)C(C)(C)c2ccccc21 | 44% | 1.6% | i | 9% | -0.9% | -16% | 31% | 1.3% | -6%
CSc1cc(C)n(-c2ccc(Cl)cc2)c(=S)c1C(C)=O | -19% | -1.3% | i | 0% | -0.1% | -50% | 7% | -4.6% | -4%
(continued)
SMILES | NOD1 NF-kB reporter | HIV peptide binding | Yfh1-depleted yeast | HEK293 NOD2/NF-kB | West Nile virus CPE | KOR beta-arrestin-1 | AID2073 | KOR beta-arrestin-2 | NS5 inhibitors | others
CCc1nnc2c(NCCc3ccccc3)nc3ccccc3n12 | -8% | -1.7% | nt | -106% | -0.5% | -7% | 31% | -1.3% | -4%
N#CCCN1CCN(C(=S)c2ccc(-c3ccc(Cl)cc3)o2)CC1 | -27% | 21% | i | 13% | -0.3% | -22% | 3% | nt | -3%
Cn1ncc(Br)c1NC(=O)Nc1ccccc1 | -8% | -0.8% | nt | -7% | -0.3% | 9% | 10% | -2.6% | -12%
Cc1cc(=O)oc2c(C)c(OCC(=O)NC3CCN(Cc4ccccc4)CC3)ccc12 | -17% | 0.5% | nt | 7% | -0.6% | 6% | 6% | -1.9% | 0%
CCOC(=O)C(C(C)C)C(N)Cc1ccc(F)cc1 (configuration not stated) | -20% | -0.3% | i | -3% | -0.7% | -14% | 4% | 0.2% | -28%
O=C(CCNc1ccc(Cl)cc1)c1cccs1 | -40% | 0.0% | i | -79% | ? | 35% | -2% | -1.6% | -7%
CC(=O)c1c(NCCc2ccccc2)cc(C)oc1=O | 2% | -2.4% | i | 17% | 0.8% | -7% | 2% | -3.4% | -6%
O=C(NCCO)C(=O)NCC1OCCCN1S(=O)(=O)c1ccc2c(c1)OCCO2 (configuration not stated) | -11% | 1.0% | nt | -10% | -0.2% | 22% | 8% | 0.5% | -2%
COc1ccc(CNC(=O)Cn2nc(-c3ccc4c(c3)OCCO4)ccc2=O)cc1 | -15% | 1.1% | i | -8% | 0.5% | -15% | 16% | 6.8% | -2%
Oc1c(C=Nc2ccccc2)sc(=S)n1Cc1ccccc1 | 4% | 11% | i | -57% | -0.9% | 3%[20 µM] | -5% | -5.1% | -27%
CC(C)N(c1ccccc1)c1ccc(NC(=O)COC(=O)CCN2C(=O)c3cccc([N+](=O)[O-])c3C2=O)cc1 | -45% | -0.7% | i | -2% | -1.3% | 5% | 1% | 1.8% | -4%
CCn1nnnc1NCc1ccc(OCc2c(F)cccc2Cl)c(OC)c1 | -8% | -1.5% | i | 11% | 0.1% | 11% | -3% | 1.8% | 0%
COc1ccc(OC)c(NC(=O)C(Sc2ccccc2)c2ccccc2)c1 (configuration not stated) | 4% | -0.4% | i | -12% | 0.2% | 22% | -3% | -2.1% | -2%
N#CC(C(=O)NCCc1ccccc1)c1nc2ccccc2nc1N1CCCCC1 (configuration not stated) | -13% | 1.2% | i | 6% | 1.4% | 22% | 7% | -3.9% | 22%
Cc1ccc(C(=O)Oc2cc(-c3ccccc3)no2)cc1 | -16% | 1.4% | i | 2% | 0.4% | -24% | -2% | 14% | -12%
CN(C)c1ccc(NC(=O)c2ccc3nc[nH]c3c2)cc1 | 10% | -5.5% | nt | 6% | 0.2% | -7% | -16% | -1.6% | -3%
Cc1ccc(S(=O)(=O)c2nc(S(C)(=O)=O)sc2N(C)C)cc1 | -15% | -0.3% | i | 7% | 0.0% | 18% | 0% | -3.3% | -1%
O=C(O)CC/C(=N/Nc1ncc(C(F)(F)F)cc1Cl)C(=O)O | -21% | 2.2% | i | 16% | 0.8% | -14%[20 µM] | 10% | 19% | 3%
O=C(NCc1cccc(Cl)c1)c1ccc2c(c1)SC1=NS(=O)(=O)CCN12 | -7% | 0.1% | i | 3% | 0.9% | -18%[20 µM] | -1% | 0.4% | -5%
CCn1c(SCC(=O)NC2CC2)nnc1-c1ccc(C)cc1 | -18% | 1.3% | nt | -6% | -0.6% | -15% | -4% | 1.1% | 1%
COc1ccc(CCC(=O)NCc2ccc3c(c2)OCO3)cc1 | -24% | -2.4% | nt | 4% | -0.5% | 10% | 13% | -0.6% | -5%
COc1cc(C2/C(=C(\O)c3ccc4c(c3)CC(C)O4)C(=O)C(=O)N2CCCn2ccnc2)cc(OC)c1OC (configuration not stated) | -18% | -0.5% | nt | 13% | -0.2% | -40% | 7% | -0.5% | -3%
CCOc1ccc(C(=O)Nc2nnn(CC)n2)cc1 | -27% | -1.2% | i | -28% | 0.0% | 6% | -4% | -9.2% | 7%
CC1CN(C(=O)c2ccc(NS(=O)(=O)c3ccc(C(C)(C)C)cc3)cc2)CC(C)O1 (configuration not stated) | -28% | -0.4% | nt | 6% | -1.5% | -17% | 5% | -4.4% | -7%

A section from further up, for reference:
SMILES | NOD1 NF-kB reporter | HIV peptide binding | Yfh1-depleted yeast | HEK293 NOD2/NF-kB | West Nile virus CPE | KOR beta-arrestin-1 | AID2073 | KOR beta-arrestin-2 | NS5 inhibitors | others
CCc1nnc2c(NCCc3ccccc3)nc3ccccc3n12 | -8% | -1.7% | nt | -106% | -0.5% | -7% | 31% | -1.3% | -4%
N#CCCN1CCN(C(=S)c2ccc(-c3ccc(Cl)cc3)o2)CC1 | -27% | 21% | i | 13% | -0.3% | -22% | 3% | nt | -3%
Cn1ncc(Br)c1NC(=O)Nc1ccccc1 | -8% | -0.8% | nt | -7% | -0.3% | 9% | 10% | -2.6% | -12%
Cc1cc(=O)oc2c(C)c(OCC(=O)NC3CCN(Cc4ccccc4)CC3)ccc12 | -17% | 0.5% | nt | 7% | -0.6% | 6% | 6% | -1.9% | 0%
CCOC(=O)C(C(C)C)C(N)Cc1ccc(F)cc1 (configuration not stated) | -20% | -0.3% | i | -3% | -0.7% | -14% | 4% | 0.2% | -28%
O=C(CCNc1ccc(Cl)cc1)c1cccs1 | -40% | 0.0% | i | -79% | ? | 35% | -2% | -1.6% | -7%
CC(=O)c1c(NCCc2ccccc2)cc(C)oc1=O | 2% | -2.4% | i | 17% | 0.8% | -7% | 2% | -3.4% | -6%
O=C(NCCO)C(=O)NCC1OCCCN1S(=O)(=O)c1ccc2c(c1)OCCO2 (configuration not stated) | -11% | 1.0% | nt | -10% | -0.2% | 22% | 8% | 0.5% | -2%
COc1ccc(CNC(=O)Cn2nc(-c3ccc4c(c3)OCCO4)ccc2=O)cc1 | -15% | 1.1% | i | -8% | 0.5% | -15% | 16% | 6.8% | -2%
Oc1c(C=Nc2ccccc2)sc(=S)n1Cc1ccccc1 | 4% | 11% | i | -57% | -0.9% | 3%[20 µM] | -5% | -5.1% | -27%

Screening data from PubChem BioAssay.

A portion of the library, so the mix of outcomes need not match the whole.
